Compound activity (PubChem)
AmpC det inh: blocks E. coli AmpC beta-lactamase in presence of detergent. P00811. purified AmpC, nitrocefin hydrolysis with detergent. Potency, µM (top dose mostly 28.7 µM), for the others: at the highest dose activity change, negative = inhibition. 71,000 compounds, 0.09% hits. AID 584; active means well fitted curve in the direction sought with a large enough effect
Target sequence (P00811 whole entry, looked up): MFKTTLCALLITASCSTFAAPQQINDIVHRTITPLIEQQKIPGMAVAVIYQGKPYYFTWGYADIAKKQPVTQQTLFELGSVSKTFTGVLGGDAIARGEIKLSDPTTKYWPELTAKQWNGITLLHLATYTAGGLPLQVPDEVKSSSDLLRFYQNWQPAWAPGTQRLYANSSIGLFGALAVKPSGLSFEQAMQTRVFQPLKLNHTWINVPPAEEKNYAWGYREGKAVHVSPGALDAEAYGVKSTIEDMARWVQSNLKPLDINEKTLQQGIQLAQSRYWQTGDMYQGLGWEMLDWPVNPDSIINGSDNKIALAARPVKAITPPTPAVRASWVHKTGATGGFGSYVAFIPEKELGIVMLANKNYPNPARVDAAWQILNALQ
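E. coli AmpC (5.3 nM) in 20 mM phosphate pH 7.0 with 0.01% Triton X-100, preincubated 15 min RT with compound; nitrocefin (2 uL of 800 uM stock) hydrolysis followed by 480 nm absorbance every 20 s over 4 min.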
An asterisk follows results filed as active; & = joins results of further samples; [ ] = another dose, or the depositor's remark. On the % scale 0 is the no-effect control and ±100 the full control effect; potency means the concentration at half of the fitted maximal effect. Only part of the results is shown; count on the stated rates, not on these rows.

SMILES,AmpC det inh
CCOc1nc(C)ccc1-c1noc(-c2ccccn2)n1,-3%
COCCCn1c(SCC(=O)NCc2ccco2)nc2sc3c(c2c1=O)CCC3,-7%
CCOC(=O)c1sc2ncn(C(CC)C(=O)OCC)c(=O)c2c1C (stereo not drawn),7%
CCn1cc(C2Nc3ccccc3C(=O)N2O)c(C)n1 (stereo not drawn),-2%
O=c1c2ccccc2nc(SCc2nc(-c3ccccc3)no2)n1-c1ccc(F)cc1,3%
CCc1ccc(S(=O)(=O)NCCc2cn3ccsc3n2)s1,8%
O=C(Cn1nc(C(F)(F)F)c2c1CCC2)NCc1ccc(F)cc1,-2%
COc1cccc(N2CCN(CC(=O)Nc3nc4c(s3)CC(C)CC4)CC2)c1 (stereo not drawn),-2%
CCOC(=O)N1CCN(c2nc3ccccc3nc2C(C#N)S(=O)(=O)c2ccc(C)cc2)CC1 (stereo not drawn),4%
COc1ccc(N(CC(=O)O)N=O)cc1,-3%[5.75 µM]
COC(=O)CNC(=O)C(C)NC(=O)OCc1ccccc1 (stereo not drawn),1%
O=C(NCc1ccc2c(c1)OCO2)c1cccnc1,-3%
O=C(NC1CCCC1)C1CCN(S(=O)(=O)c2cccc3cccnc23)CC1,-2%
COc1ccc(-c2noc(CCC(=O)NCCN(C)Cc3ccccc3)n2)cc1,-3%
CCOC(=O)C1CCN(S(=O)(=O)c2cc(Cl)c(C)cc2OC)CC1,-2%
CC(=O)Oc1cccc(N2C(=O)c3ccc(C(=O)O)cc3C2=O)c1,-2%
Cc1cc(C)cc(Oc2ccc(N)cc2)c1,-3%
COC(=O)CNC(=O)C1(C)C=CCN1C(=O)c1ccccc1 (stereo not drawn),9%
O=C(c1ccc(F)cc1)N(Cc1ccccc1)C1CCS(=O)(=O)C1 (stereo not drawn),-5%
CCCOC(=O)c1[nH]c2c(c1C)C(=O)CC(c1ccc(OC)c(OC)c1)C2 (stereo not drawn),-6%
COc1ccccc1C1C(C#N)=C(N)Oc2cc(C)n(CCCn3ccnc3)c(=O)c21 (stereo not drawn),-1%
CCOC(=O)Cc1[nH]nc2c1C(c1ccoc1)C(C#N)=C(N)O2 (stereo not drawn),-6%
Cc1ccc(-c2cc(C(=O)OCC(=O)Nc3cc(C)on3)c3ccccc3n2)c(C)c1,-2%
COc1ccc(-c2cc(C(=O)NC(C(=O)O)C(C)C)c(C)o2)cc1OC (stereo not drawn),13%
Cc1c(NC(=O)CN2C(=O)c3cccc4cccc2c34)c(=O)n(-c2ccccc2)n1C,-7%
O=C(NCc1cccnc1)c1cc(-c2cccs2)on1,-8%
CN(C)c1ccc(N/C=C/C(=O)c2ccccc2)cc1,-4%
COc1ccc(NC(=O)CSc2nnc(-c3ccccc3Cl)n2Cc2ccco2)c(OC)c1,14%
O=C(O)c1ccccc1NS(=O)(=O)c1cccc2cccnc12,0%
O=C(NC1=NCCS1)C12CC3CC(C1)CC(C(=O)NC1=NCCS1)(C3)C2,1%
O=S(=O)(c1ccc2c(c1)OCCO2)N1CCC(n2nnc3cc(F)ccc32)CC1,6%
CCOC(=O)c1ccc2[nH]c(C)c(CCC(C)=O)c(=O)c2c1,-7%
Cc1cc2ccccc2n1CCNC(=O)C(C)(C)C,7%
O=C(O)c1ccc(CN2C(=O)c3ccccc3S2(=O)=O)cc1,-5%
COC(=O)Nc1sc2c(c1C(=O)N1CCOCC1)CCC(C)C2 (stereo not drawn),-5%
COc1cccc(-n2c(Cc3cc(=O)[nH]c(=O)[nH]3)nnc2SCC(=O)NC2CCCC2)c1,12%
O=C(c1nc2ccccc2s1)N1CCSCC1,-5%
COc1nonc1NCn1nc(C)cc1C,1%
Cc1ccc(S(=O)(=O)N2CCN(C(=O)COc3ccc(-c4nnco4)cc3)CC2)cc1,-1%
O=C(NC1CCN(C(=O)Nc2cccc(F)c2)CC1)C1CCCCC1,-3%
c1ccc2c(c1)CCCn1nnnc1-2,15%
O=C1CN(/N=C/c2ccc([N+](=O)[O-])o2)C(=O)N1,7%
COc1cccc(C(=O)Oc2cc(N)n(S(=O)(=O)c3ccc(C)cc3)n2)c1OC,-8%
Cc1cc(NC(=O)CSc2nnc(CNc3cccc(C(F)(F)F)c3)n2Cc2ccco2)no1,-4%
CS(=O)(=O)N(CC(=O)N1CCN(c2ccccc2)CC1)c1cccc(Br)c1,5%
COc1ccc(Cl)cc1NC(=O)CN1CCC(n2nnc3cc(F)ccc32)CC1,4%
O=S(=O)(c1ccccc1Cl)N1CCCC(c2nc(-c3cccnc3)no2)C1 (stereo not drawn),0%
COc1ccccc1-n1c(-c2ccoc2)nc2ccccc2c1=O,17%
Fc1cccc(F)c1CN1CCN(c2ncccn2)CC1,-6%
CC(NC(=O)C(CC(=O)OC(C)(C)C)NC(=O)OC(C)(C)C)C(N)=O (stereo not drawn),-1%
O=C1c2ccccc2-c2n[nH]c3cccc1c23,-3%&-3%
CSCCC1(C(=O)O)NC(c2ccccc2O)C2C(=O)N(C(C)C)C(=O)C21 (stereo not drawn),14%
Cc1ccc(C)n1-n1cnc2sc(-c3ccccc3)cc2c1=O,-3%
COc1ccc(NC(=O)N2CC3(CCN(C(=O)c4ccc(OC)cc4)CC3)C2)cc1,2%
CC(C)CN(C(=O)COC(=O)Cc1c[nH]c2ccccc12)C1CCS(=O)(=O)C1 (stereo not drawn),13%
O=C(O)CCC(=O)c1ccc2sc3ccccc3c2c1,-4%[5.75 µM]
CCOCCCNC(=O)CN1C2CCC1CC(O)(c1ccc(OC)cc1)C2 (stereo not drawn),14%
Cc1cc(-n2c(C)cc(C(=O)COC(=O)CN=C3NS(=O)(=O)c4ccccc43)c2C)no1,-5%
CN(CCNC(=O)C1CCN(S(=O)(=O)N2CCOCC2)CC1)CCc1ccccc1,0%
Cc1oc(CSCC2CCCO2)cc1C(=O)O (stereo not drawn),-6%

By substructure: those above containing a CF3 group (2)
SMILES,AmpC det inh
O=C(Cn1nc(C(F)(F)F)c2c1CCC2)NCc1ccc(F)cc1,-2%
Cc1cc(NC(=O)CSc2nnc(CNc3cccc(C(F)(F)F)c3)n2Cc2ccco2)no1,-4%

Other records.
SMILES,AmpC det inh
O=C(c1ccco1)N1CCC2(CC1)CN(c1ncccn1)C2,1%
CC(=O)Nc1ccc(NC(=O)c2cccc(C(=O)OC(C)C)n2)cc1,-4%
Cc1ccc(OCc2nnc(SCC(=O)NCc3ccccc3)n2C)cc1,4%
CN(Cc1ccc(O)cc1)C1CCCCC1,14%
COc1ccc(S(=O)(=O)n2nc(OC(=O)c3ccccc3)cc2N)cc1,-5%
O=C(Nc1nc(-c2ccccc2)cs1)c1cccs1,6%
CCOC(=O)c1c(NC(=O)c2ccn(CC)n2)sc2c1CCCC2,-8%
COc1cc(OC)cc(C(=O)N2CCN=C2SCc2cccnc2)c1,5%
COc1cc2cc(C(c3nnnn3C3CCCC3)N3CCCCCC3)c(=O)[nH]c2cc1OC (stereo not drawn),-2%
COC(=O)c1nc2n(n1)C(c1ccccc1OC)C1=C(CCCC1=O)N2 (stereo not drawn),-5%
CCCN1C[C@H](C)N([C@H](c2ccc(C(=O)N(CC)CC)cc2)c2cccc(OC)c2)C[C@H]1C,2%
Cc1cc(=O)n2nc(N3CCCC(C(=O)N4CCc5ccccc54)C3)sc2n1 (stereo not drawn),10%
COc1ccc(-c2cc(-c3ccccc3)nc(N3CCCC3)n2)cc1OC,1%
Nc1nnc(N2CCCCCC2)s1,11%
Cc1cc2nnc(SCC(=O)NCc3ccco3)n2c2ccccc12,-3%
COCCn1c(C)cc(C(=O)CSc2nc3ccccc3c(=O)[nH]2)c1C,19%
Cc1cccc(NC(=O)c2cc3n(n2)C(C(F)(F)F)CC(c2ccc4c(c2)OCO4)N3)c1 (stereo not drawn),-4%
Cc1ccc2c(c1[N+](=O)[O-])C(=O)c1ccccc1C2=O,11%
COc1ccc(/C(O)=C2\C(=O)C(=O)N(CCCN(C)C)C2c2ccccc2F)cc1Cl (stereo not drawn),-3%
COc1ccc(S(=O)(=O)N(CC(=O)Nc2ccc3c(c2)OCO3)c2ccccc2OC)cc1,9%
CCS(=O)(=O)N1CCCC(C(=O)NCCCOC)C1 (stereo not drawn),-4%
CCOc1cc(-c2c(C#N)c(=O)[nH]c3c2c(C)nn3-c2ccc(F)cc2)ccc1O,-2%
COc1cc([C@@H](O)CN)ccc1O,-5%
Cc1nn(Cc2ccccc2)c2sc(C(=O)NCc3cccnc3)cc12,-4%
CCOC(=O)CSc1nnc(NCC(=O)OC(C)C)c(=O)[nH]1,0%
CCCOP(=O)(c1ccc(N(C)C)cc1)C(O)c1ccncc1 (stereo not drawn),-3%
COc1ccc(C/C(O)=C(\C#N)c2nc3ccccc3[nH]2)cc1OC,-1%
O=S(=O)(c1ccccc1)N1CCC[C@@]2(CCN(Cc3nccs3)C2)C1,-2%
Cn1c(CN2CCOCC2)nc2cc(NC(=O)c3ccccc3Cl)ccc21,-2%
Cc1cc(C(=O)CSc2nc3ccccc3o2)c(C)n1C1CC1,16%

By substructure: those above containing a COOH group.
SMILES,AmpC det inh
COc1ccc(N(CC(=O)O)N=O)cc1,-3%[5.75 µM]
CC(=O)Oc1cccc(N2C(=O)c3ccc(C(=O)O)cc3C2=O)c1,-2%
COc1ccc(-c2cc(C(=O)NC(C(=O)O)C(C)C)c(C)o2)cc1OC (stereo not drawn),13%
O=C(O)c1ccccc1NS(=O)(=O)c1cccc2cccnc12,0%
O=C(O)c1ccc(CN2C(=O)c3ccccc3S2(=O)=O)cc1,-5%
CSCCC1(C(=O)O)NC(c2ccccc2O)C2C(=O)N(C(C)C)C(=O)C21 (stereo not drawn),14%
O=C(O)CCC(=O)c1ccc2sc3ccccc3c2c1,-4%[5.75 µM]
Cc1oc(CSCC2CCCO2)cc1C(=O)O (stereo not drawn),-6%

(listing goes on)
SMILES,AmpC det inh
Cc1nnc(N2C(=O)C(O)=C(C(=O)c3ccco3)C2c2ccc(F)cc2)s1 (stereo not drawn),12%
CCCOc1ccc(CSc2ncn[nH]2)cc1,-5%
CCCCC(CC)CO (stereo not drawn),9%
CCOc1cc2[nH]c(=S)n(Cc3ccc(C)o3)c(=O)c2cc1OCC,2%
CCCCC(c1nnnn1CC1CCCO1)N1CCN(c2cc(Cl)ccc2C)CC1 (stereo not drawn),-1%
CCn1nnnc1SCC(=O)NCc1ccco1,-4%
CNC(=O)NC(=O)CSc1ncc(C(F)(F)F)cc1Cl,0%
COc1ccc2[nH]cc(CCNC(=O)C3CCCNC3=O)c2c1 (stereo not drawn),10%
CCn1c(=O)c2cc(S(=O)(=O)NCc3ccccc3)ccc2n(CC)c1=O,-5%
CCOC(=O)c1cccc(NC(=O)CCNS(=O)(=O)c2ccc3c(c2)CCN3C(=O)CC)c1,-1%
O=S(=O)(NCc1ccc(F)cc1)c1ccc2c(c1)OCCO2,-4%
CCn1c(SCC(=O)N2CCN(c3ccccc3)CC2)nc2c(c1=O)SC(C)C2 (stereo not drawn),6%
COc1cc2c(cc1OC)C1=C(C#N)CCC(=O)N1CC2,14%
CS(=O)(=O)N1CCC(C(=O)c2cccc(Cl)c2)CC1,-3%
O=C1c2ccccc2C(=O)N1Cc1nc2ccccc2c(=O)n1CCCn1ccnc1,0%
CCCn1nnnc1SCC(=O)N(C(C)C)C(C)C,0%
CC(=O)NC(Cc1ccc(C(C)C)cc1)C(=O)NC1CCN(c2nc(C)cc(C)n2)CC1 (stereo not drawn),-3%
CSC1=Nc2sc3c(c2C2=NCCN12)CCCC3,1%
Cc1ccc(S(=O)(=O)C2(C(=O)Nc3ccc(F)cc3)CC2)cc1,11%
Cc1c(C)c2c(C)nn(-c3ccccc3)c2[nH]c1=O,-2%
COC(=O)Cc1cc(=O)[nH]c(/N=C(\N)Nc2ccc(C)cc2C)n1,6%
COc1ccc(CCNC(=O)CCSc2nc(-c3ccco3)cc(C(F)(F)F)n2)cc1,9%
COc1ccc(OC)c(NC(=O)CCN2CCN(c3ccccc3F)CC2)c1,-1%
Cc1nc2cc(-c3ccccc3)ccc2o1,-1%
C=CCn1cnc2c(NCc3ccccc3)ncnc21,-2%
Cc1ccc(C(c2nnnn2C(C)(C)C)N2CCN(C3CCCC3)CC2)cc1 (stereo not drawn),7%
CCOc1ccc(N2Cc3ccccc3C2)cc1,13%
Nc1ncc2c(n1)CC(c1ccco1)CC2=O (stereo not drawn),-3%
O=C(NCCN1CCOCC1)C1CC(=O)N(c2ccc(F)c(Cl)c2)C1 (stereo not drawn),1%
NCCc1c[nH]c2ccc(C(N)=O)cc12,0%&0%
N=c1nc(-c2ccccc2)ccn1O,2%
O=C(CCS(=O)(=O)c1cccc2nonc12)NCCc1ccccc1Cl,11%
CCCCCCC(=O)N(O)C1CC(=O)N(c2ccccc2)C1=O (stereo not drawn),-1%
COC(=O)c1cccc(Oc2nc(N3CCOCC3)nc(N3CCOCC3)n2)c1,-6%
Cc1cnc(CNc2ccnc(-c3ccccc3Cl)n2)cn1,10%
Cc1cc(C)n(C(=O)CN2C(=O)COc3ccccc32)n1,7%
O=C(Nc1ccc(-c2cn3ccsc3n2)cc1)C1CCCC1,-4%
